Tb PFK inh – inhibitors of T. brucei phosphofructokinase; O15648; T. brucei PFK, ADP-Glo luminescence; Potency, µM (highest dose often 57.5 µM), inactives show at the highest dose activity, negative = inhibition, hits mostly inhibitors; 0.17% of 330,000 active; AID 485367;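 further: potency means the concentration at half of the fitted maximal effect; 0% = uninhibited 1x PFK enzyme wells and -100% = no-enzyme wells; nearly all actives have a fitted effect of over 60% in size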
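In TEA buffer at pH 8.0 with 5 mM MgCl2, enzyme (1.25 nM) converted F6P (0.5 mM) and ATP (0.1 mM) for 45 min at room temperature. ADP product was read by luciferase luminescence.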
Chronic BCR inh – blocks chronic active B-cell receptor signaling; Potency, µM (highest dose often 46.1 µM), for the others: top-dose ratio change, negative = lower green/red ratio, actives largely listed as inhibitors; 0.05% of 340,000 active; ABC-DLBCL IkBa-CBG/CBR reporter, luminescence ratio, 4 h; AID 493014; active means well fitted inhibition curve with a large enough effect in the signal ratio, with a control signal flat, not every such curve was filed as active; inconclusive means small, poorly fitted or top-dose-only effect, or effect the other way, or a change in a side signal; the % refers to the signal ratio;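 further: potency means the concentration at half of the fitted maximal effect; plate controls were basal doxycycline-induced cells for no effect and cells given 10 µM MG132 for full effect; MG132 reads +100%, hits lower the ratio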
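Concentration-response series (up to 46 uM) were applied to TMD8 dual-reporter cells for 4 h at 37C with doxycycline. Green/red ratio, after filter-overlap correction, defined %Activity; red signal alone was normalised to basal cells and zero luminescence.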
FBPA coupling cs – counter-screen for Giardia aldolase inhibitors: coupling enzyme system. coupling enzyme system counterscreen, AmpLite Red fluorescence. activity change, negative = inhibition, % at 58.2 µM, hits read low. 0.67% of 290,000 active; in the data active means activity change below about -30%; further: on the % scale 0 is the no-effect control and ±100 the full control effect
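Compounds tested against the coupling enzymes alone at 57.5 uM final; readout was AmpLite Red fluorescence (525/598 nm) after 20 min at RT.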
S-ASM inh – blocks human secretory acid sphingomyelinase | 0.006% of 340,000 active | P17405 | Potency, µM (series often up to 57.5 µM), for inactives: at the highest dose activity change, negative = inhibition, usual class: inhibitors | placental ASM, HMU-PC fluorogenic substrate, 60 min | AID 504937; further: potency means the concentration at half of the fitted maximal effect
Target sequence (P17405 47-631 limits assumed): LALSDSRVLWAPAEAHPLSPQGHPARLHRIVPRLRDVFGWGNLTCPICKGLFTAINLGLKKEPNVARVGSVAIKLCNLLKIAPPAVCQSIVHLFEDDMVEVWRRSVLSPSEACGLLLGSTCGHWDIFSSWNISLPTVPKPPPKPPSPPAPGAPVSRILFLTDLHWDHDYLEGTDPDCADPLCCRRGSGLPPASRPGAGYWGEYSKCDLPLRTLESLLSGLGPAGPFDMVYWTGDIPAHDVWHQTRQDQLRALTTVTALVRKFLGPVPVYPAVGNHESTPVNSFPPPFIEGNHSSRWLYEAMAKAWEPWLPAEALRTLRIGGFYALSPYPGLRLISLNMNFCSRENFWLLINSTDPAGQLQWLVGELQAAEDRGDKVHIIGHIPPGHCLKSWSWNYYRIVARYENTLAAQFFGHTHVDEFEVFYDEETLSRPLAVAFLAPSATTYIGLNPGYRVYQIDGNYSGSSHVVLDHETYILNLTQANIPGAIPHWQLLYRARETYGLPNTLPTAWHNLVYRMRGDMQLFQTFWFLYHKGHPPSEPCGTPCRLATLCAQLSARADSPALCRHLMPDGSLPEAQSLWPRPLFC
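qHTS format. ASM enzyme prepared from human placenta hydrolyses the fluorogenic substrate HMU-PC0 (9 uM final) over 60 min at 37 °C after a 10 min compound preincubation.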
PKM2 activator – increases activity of human pyruvate kinase M2; P14618; purified PKM2, Kinase-Glo ATP luminescence, activation; response scale: 0% is enzyme alone, no compound; Potency, µM (top dose mostly 57.5 µM), for the others: at the top dose activation, usual class: activators; 0.34% of 260,000 active; further: potency means the concentration at half of the fitted maximal effect; on the % scale 0 is the no-effect control and ±100 the full control effect; nearly all actives have a fitted effect of over 55% in size
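Purified hPK-M2 (>95% pure) converted ADP (0.1 mM final) to ATP with 0.5 mM PEP in 50 mM imidazole pH7.2, KCl, MgCl2, Tween 20, BSA; 1 h at room temperature. ATP detected by Kinase-Glo luminescence.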
Menin-MLL TR inh – displaces Texas Red mutant MLL peptide from human menin | O00255 | Menin + Texas Red MLL mutant peptide, fluorescence polarization | Potency, µM (series often up to 61.6 µM), for the others: top-dose FP activity change, negative = inhibition, most hits filed as inhibitors | 0.23% of 270,000 active; active means well fitted inhibition curve with a large enough effect in the polarisation, with a control signal flat, not every such curve was filed as active; inconclusive means small, poorly fitted or top-dose-only effect, or effect the other way, or a change in a side signal; inactive means no such curve, though single readings can be large or run the other way; the % refers to the polarisation; further: potency means the concentration at half of the fitted maximal effect; % of control where 0% means no effect; many of its hits are not listed in these tables
Integrin act MD – activators of alpha7 integrin expression for muscular dystrophy. alpha7betagal myoblasts, beta-gal FDG fluorescence, 48 h. Potency, µM (doses to about 38.3 µM), inactives show top-dose activation, actives largely listed as activators. 0.064% of 350,000 active. AID 624291;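 further: potency means the concentration at half of the fitted maximal effect; 100% = response of the positive control SU9516; nearly all actives have a fitted effect of over 60% in size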
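Alpha7betagal+/- myoblasts (passage 13) were plated 16-24 hr, then exposed to compounds (1:260 dilution of DMSO stock) for 48 hours at 37C. After MPER lysis, β-galactosidase reporter activity was read as FDG fluorescence (ex 480/em 540) after 30 minutes.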
TSG101-PTAP inh – blocks PTAP/TSG101 interaction to inhibit HIV-1 budding; Q99816; Fluorescence polarization, FITC-PTAP peptide / Tsg101 binding; Potency, µM (top dose mostly 115 µM), for inactives: top-dose activity change, negative = inhibition, usual class: inhibitors; 340,000 tested, under 10 active; active means well fitted inhibition curve with a large enough effect in the main read-out, with a control signal flat, not every such curve was filed as active; inconclusive means small, poorly fitted or top-dose-only effect, or effect the other way, or a change in a side signal; inactive means no such curve, though single readings can be large or run the other way; further: potency means the concentration at half of the fitted maximal effect; % of control where 0% means no effect
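Tsg101 binding domain (10 uM final) was mixed with compound and a FITC-labeled PTAP peptide (50 nM final) in HEPES pH 7.5 buffer with NaCl, Tween 20, EDTA and TCEP; fluorescence polarization was read after 20 min at r.t.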
B2AR arrestin – recruits beta-arrestin to the human beta2-adrenergic receptor; P07550; Potency, µM (doses to about 46.1 µM), inactives show top-dose activation, usual class: activators; beta-arrestin recruitment to beta2AR, cell-based reporter; 0.02% of 330,000 active; AID 492947;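 further: potency means the concentration at half of the fitted maximal effect; 0% = DMSO controls and full agonism = EC100 isoproterenol or metaproterenol; nearly all actives have a fitted effect of over 65% in size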
GALK inh – blocks human galactokinase activity | Purified GALK, Kinase-Glo residual ATP luminescence | P51570 | Potency, µM (highest dose often 57.5 µM), without a hit: at the highest dose activity change, negative = inhibition, actives largely listed as inhibitors | AID 1868 | 0.007% of 270,000 active; further: potency means the concentration at half of the fitted maximal effect; on the % scale 0 is the no-effect control and ±100 the full control effect
Target sequence (P51570 whole entry, looked up): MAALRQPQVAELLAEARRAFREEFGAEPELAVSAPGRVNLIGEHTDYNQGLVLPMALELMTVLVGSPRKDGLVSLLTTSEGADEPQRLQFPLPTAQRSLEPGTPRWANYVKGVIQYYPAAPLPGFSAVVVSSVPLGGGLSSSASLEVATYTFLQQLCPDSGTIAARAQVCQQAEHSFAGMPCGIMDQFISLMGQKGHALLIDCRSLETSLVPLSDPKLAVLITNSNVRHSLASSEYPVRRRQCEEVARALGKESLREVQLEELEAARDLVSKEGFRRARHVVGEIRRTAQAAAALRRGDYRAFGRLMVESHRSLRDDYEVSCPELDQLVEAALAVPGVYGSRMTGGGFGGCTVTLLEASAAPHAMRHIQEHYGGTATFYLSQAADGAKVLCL
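Galactose (100 uM) and ATP (35 uM) were turned over by 5 nM GALK for 1 h at RT. Kinase-Glo Plus then converted the remaining ATP into a luminescent signal.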
Giardia killer – kills Giardia lamblia. Giardia lamblia trophozoite viability. activity change, % at 7.66 µM, hits read low. 0.15% of 340,000 active; in the data active means activity change below about -80%; inconclusive means between about -30% and that limit;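 further: parasites exposed to compound for two days anaerobically before the ATP read; on the % scale 0 is the no-effect control and ±100 the full control effect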
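Giardia trophozoites, 100 cells per well, were exposed to compounds for 48 hrs at 37 deg C under anaerobic conditions; viability was then read as ATP content by bioluminescence after 15-30 min at room temperature.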
* = called active by the depositor; ? = inconclusive; . = not tested or not shown; [ ] = dose if it differs, or a comment. Unless noted, the call rests on the fitted dose curve; in most records, active means well fitted curve in the direction sought with a large enough effect; inconclusive means small, poorly fitted or top-dose-only effect, or another doubt; inactive means no such curve, though single readings can be large; an effect the other way counts as inactive or inconclusive. Not all compounds are listed; count on the stated rates, not on these rows.

SMILES	Tb PFK inh	Chronic BCR inh	FBPA coupling cs	S-ASM inh	PKM2 activator	Menin-MLL TR inh	Integrin act MD	TSG101-PTAP inh	B2AR arrestin	GALK inh	Giardia killer
COCCN(C(=S)Nc1cc(C)cc(C)c1)C(C)c1cccnc1 (stereo not given)	4%	0%	7	4%	-26%	?	18%	-2%	-1.2%	1%	1
COC(=O)C1C2C=CC3(CN(Cc4cccs4)C(=O)C13)O2 (stereo not given)	0%	0%	3	-3%	8%	-4%	14%	-1%	-0.9%	3%	36[activator]
Nc1cccc(P(=O)(c2ccccc2)c2ccccc2)c1	0%	-12%	1	1%	3%	-23%	15%	-6%	0.4%	13%	17
Cc1nn(-c2ccccc2)c(N)c1C(O)(CC(=O)C(F)(F)F)C(F)(F)F (stereo not given)	1%	5%	2	20%	6%	10%	6%	-6%	-1.0%	1%	7
CN1C(=O)CSc2ccc(NC(=O)Nc3ccccn3)cc21	-4%	?	0	3%	-1%	-10%	-31%	-3%	0.3%	2%	0
Nc1nc2nc(SCC(=O)N3CCCc4ccccc43)[nH]c2c(=O)[nH]1	-1%	-1%	4	.	-10%	1%	.	.	-1.0%	2%	.
CN(CCc1ccccn1)S(=O)(=O)c1ccc(F)cc1	0%	2%	9	8%	-4%	6%	8%	-7%	0.1%	-1%	2
Brc1ccc(Oc2ncc(CN3CCOCC3)s2)cc1	-5%	8%	3	0%	-3%	3%	-9%	-2%	-0.1%	6%	-9
COC(=O)c1cc2ccccc2c(-c2c(O)ccc3ccccc23)c1O	0%	7%	0	-26%	-2%	?	-35%	1%	-0.1%	-2%	-3
CC(OC(=O)c1ccccc1O)C(=O)Nc1cccc(Cl)c1 (stereo not given)	-5%	-1%	2	0%	1%	-1%	21%	-3%	0.0%	-1%	-27
COC(=O)c1sc(NC(=O)COc2cccnc2[N+](=O)[O-])c(C(=O)OC)c1C	-7%	?	.	-2%	.	.	-22%	-1%	-0.1%	.	-82*
CC(C)CN(CC(C)C)C(=O)Cc1coc2ccc3ccccc3c12	.	.	1	-8%	4%	?	-22%	-7%	.	1%	-3
Cc1cc(NC(=O)CC#N)n(-c2nc3ccccc3[nH]2)n1	1%	?	3	-2%	1%	.	7%	-9%	0.2%	5%	-29
O=C(O)CCCC(=O)Nc1cccc([N+](=O)[O-])c1	-6%	0%	-2	2%	8%	2%	?	0%	-0.3%	13%	-13
O=C(CNC1CCCC1)Nc1ccc(N2CCCCCC2)cc1	12%	-22%	2	0%	1%	9%	-53%[inhibitor]	3%	3.7%	11%	4
CCc1c(C)nc(SCC(=O)c2ccc(C)c(C)c2)[nH]c1=O	-17%	-21%	-2	-4%	-3%	-22%	19%	-1%	0.2%	-3%	-2
CS(=O)c1nc(-c2ccc(Br)cc2)cc(-c2ccccc2)c1C#N (stereo not given)	14%	?	7	-13%	1%	28%	-71%[inhibitor]	-3%	12%	-7%	0
CCOC(=O)c1c(C)n(C)c2ccc(OC)c(NC(=O)CCN3CCSCC3)c12	0%	?	2	7%	7%	-9%	19%	-1%	-2.8%	4%	-9
COc1ccc(-c2nc3c(n2O)CCCC3=O)cc1OC	1%	0%	-1	2%	-1%	3%	3%	-4%	-0.7%	-2%	-4
Cc1ccc2c(c1)N(CC(=O)NCC1CCCO1)C(=O)CO2 (stereo not given)	-3%	3%	-1	-2%	1%	-7%	0%	0%	-0.5%	-1%	2
O=C(CSc1cccc2cccnc12)N/N=C/c1cccnc1	-4%	?	-15	-1%	5%	13%	-71%[inhibitor]	-5%	0.2%	0%	-16
Cc1cc2c(=O)n(C)c(SCC(=O)NC3CCCC3)nc2s1	0%	7%	.	5%	.	.	8%	-1%	-0.1%	.	1
CCC(=O)Nc1cccc(C(=O)OCc2cccc([N+](=O)[O-])c2)c1	2%	-5%	-2	-1%	0%	11%	-7%	-2%	-0.1%	-1%	-12
Cc1cccc(Nc2ccc([N+](=O)[O-])cn2)c1	-1%	7%	-2	-9%	4%	24%	?	3%	0.0%	3%	12
CCN(CC)C(=O)Cn1nc(-c2ccccc2O)nc1SCC(=O)Nc1ccc(OC)cc1	3%	10%	-4	-1%	-2%	-7%	-20%	-3%	-0.4%	-4%	-2
O=[N+]([O-])c1ccc(/C=N/n2cnc3ccccc32)s1	0%	1%	2	?	-6%	?	-69%[inhibitor]	?	0.0%	1%	?
NC(=O)CSc1nnc(-c2ccc(S(=O)(=O)N3CCCC3)cc2)n1CC1CCCO1 (stereo not given)	-2%	0%	-2	2%	-5%	0%	15%	-4%	-0.4%	4%	7
COc1ccc(S(=O)(=O)NCc2ccccn2)cc1	5%	6%	1	3%	8%	9%	-14%	-1%	-0.5%	-1%	9
CN(C)CCCN(C(=O)c1cc2ccccc2oc1=O)c1nc2ccc(F)cc2s1	7%	?	-1	-1%	-15%	-19%	17%	0%	-0.3%	1%	1
Cc1[nH]n(-c2ccccc2)c(=O)c1C=Nc1ccc(S(=O)(=O)N=C(N)N)cc1	-4%	19%	-1	3%	11%	.	5%	-6%	-0.2%	.	5
Cc1cc(C)nc(NNS(=O)(=O)c2ccc(Cl)cc2)n1	0%	-14%	.	2%	.	.	14%	0%	-0.4%	.	-16
CCOc1ccc(Nc2oc(-c3cccc(Cl)c3)nc2C#N)cc1	0%	-23%	1	38%[activator]	-1%	-10%	-23%	0%	-0.2%	-1%	-3
O=C(Nc1ccc(Cl)c([N+](=O)[O-])c1)c1ccc(NCCCN2CCOCC2)c([N+](=O)[O-])c1	0%	4%	4	-11%	0%	-7%	15%	3%	0.1%	-1%	?
Cc1ccc(CSc2ccc(S(=O)(=O)N3CCCC3)cn2)cc1	-3%	4%	.	-6%	.	.	-14%	1%	0.2%	.	-4
CN(C)S(=O)(=O)c1cccc(NC(=O)COC(=O)CNC(=O)c2cccc([N+](=O)[O-])c2)c1	0%	-12%	3	3%	0%	.	-20%	-2%	-0.7%	6%	-17
CN(CC(=O)Nc1ccccc1N1CCOCC1)CC(=O)Nc1ccc(F)c(F)c1F	-4%	1%	1	-3%	-8%	-15%	-31%	-7%	-0.3%	2%	3
Cc1cccc(NC(=O)c2ccccc2O)c1C	-3%	?	-32*	-4%	-4%	3%	11%	-7%	0.0%	0%	-10
Cc1ccc(C)c(NC(=O)CCN2CCN(C)CC2)c1	-4%	1%	2	10%	2%	21%	23%	-2%	-0.1%	-4%	-4
O=C(CSc1nc2c(cnn2-c2ccccc2)c(=O)[nH]1)N1N=C(c2cccs2)CC1c1ccc(F)cc1 (stereo not given)	2%	0%	-2	?	-5%	15%	4%	-2%	-1.4%	.	10
Nc1ccc(Sc2cnn(-c3ccccc3)c(=O)c2Cl)cc1	6%	?	2	-4%	3%	33%[activator]	-17%	-2%	-1.1%	1%	-17
CC1CCCN(Cc2ccc(OCc3ccccc3)cc2)C1 (stereo not given)	2%	0%	1	-3%	1%	-18%	-36%	4%	4.5%	4%	-17
Cc1cccn2c(=O)c3cc(C(=O)NC4CCCCC4)c(=N)n(Cc4ccccc4)c3nc12	-9%	3%	.	.	23%	.	10%	-6%	0.5%	-2%	5
Nc1ccc2nc(C(F)(F)F)[nH]c2c1	4%	0%	-6	-1%	-1%	0%	15%	0%	-0.3%	0%	6
O=C(N/N=C/c1c(Nc2cccc(C(F)(F)F)c2)nc2ccccn2c1=O)c1ccccc1[N+](=O)[O-]	-5%	7%	2	-3%	-11%	?	-12%	-4%	0.1%	0%	-7
COc1ccc(CNC(=O)[C@H](C)NC(=O)C2CCN(S(=O)(=O)c3ccccc3)CC2)cc1	-5%	1%	.	4%	.	.	21%	1%	3.3%	-5%	?
Cn1c(=O)c2c(nc(SCC(=O)NCc3ccc4c(c3)OCO4)n2Cc2ccccc2)n(C)c1=O	-4%	6%	1	5%	13%	13%	3%	-3%	-0.2%	-1%	7
COc1ccccc1S(=O)(=O)Nc1ccc2cn[nH]c2c1	4%	0%	-10	3%	?	-8%	16%	-2%	-0.4%	2%	-6
O=C(CN1CCN(S(=O)(=O)c2ccc(F)cc2)CC1)Nc1ccc(Cl)c(C(F)(F)F)c1	?	?	.	-11%	13%	29%	-49%[inhibitor]	-4%	-0.6%	-8%	0
